# IMP-1 inhibitor: blocks Pseudomonas aeruginosa IMP-1 metallo-beta-lactamase. 290,000 compounds, 0.45% hits. inhibition, % at 5.6 µM. purified IMP-1, nitrocefin hydrolysis, epi-absorbance fluorescence;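 active = inhibition above the mean plus 3 SD of all compounds in the same screening run, cut at about 4.5% in these data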;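 also: 0% = IMP-1 with DMSO and 100% = DMSO wells lacking enzyme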
#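 system = purified recombinant IMP-1 beta-lactamase | amount = 0.2 nM IMP-1, as dispensed | medium = HEPES buffer pH 7.1 with ZnSO4 and Brij 35 | times = 25 °C, 15 min preincubation, 25 min reaction | detection = plate fluorescence quenching by hydrolysis product, ex 480/em 530 nm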
# M18AAP inhibitor: blocks P. falciparum M18 aspartyl aminopeptidase. recombinant PfM18AAP, H-Glu-NHMec fluorogenic cleavage. inhibition, % at 7.35 µM. 290,000 compounds, 1.2% hits. AID 1822;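 active = inhibition above the campaign mean inhibition over all tested compounds plus 3 SD, cut at about 28% in these data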;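 also: 0% = plate median of test compound wells and 100% = 2 mM ZnCl2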
# FID counter: counter-screen for HCV NS3 helicase inhibitors: DNA intercalator displacement | inhibition, % at 7.9 µM | DNA fluorescent intercalator displacement, fluorescence | 290,000 compounds, 0.17% hits; in the data active = inhibition above about 37%;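 also: 0% = vehicle and 100% = reference compound; higher means more ethidium bromide displaced from hairpin DNA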
# IDE cell activ: boosts human insulin-degrading enzyme activity in HEK cells. activation, % at 5.96 µM. P14735. 340,000 compounds, 0.073% hits. FAbeta-B cleavage, fluorescence polarization; 0% vehicle, 100% cell-free pure enzyme wells. AID 493087;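 active = activation above the mean of all tested compounds plus 3 SD, set per screening campaign, cut at about 17% in these data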
# Target sequence (P14735 whole entry, looked up): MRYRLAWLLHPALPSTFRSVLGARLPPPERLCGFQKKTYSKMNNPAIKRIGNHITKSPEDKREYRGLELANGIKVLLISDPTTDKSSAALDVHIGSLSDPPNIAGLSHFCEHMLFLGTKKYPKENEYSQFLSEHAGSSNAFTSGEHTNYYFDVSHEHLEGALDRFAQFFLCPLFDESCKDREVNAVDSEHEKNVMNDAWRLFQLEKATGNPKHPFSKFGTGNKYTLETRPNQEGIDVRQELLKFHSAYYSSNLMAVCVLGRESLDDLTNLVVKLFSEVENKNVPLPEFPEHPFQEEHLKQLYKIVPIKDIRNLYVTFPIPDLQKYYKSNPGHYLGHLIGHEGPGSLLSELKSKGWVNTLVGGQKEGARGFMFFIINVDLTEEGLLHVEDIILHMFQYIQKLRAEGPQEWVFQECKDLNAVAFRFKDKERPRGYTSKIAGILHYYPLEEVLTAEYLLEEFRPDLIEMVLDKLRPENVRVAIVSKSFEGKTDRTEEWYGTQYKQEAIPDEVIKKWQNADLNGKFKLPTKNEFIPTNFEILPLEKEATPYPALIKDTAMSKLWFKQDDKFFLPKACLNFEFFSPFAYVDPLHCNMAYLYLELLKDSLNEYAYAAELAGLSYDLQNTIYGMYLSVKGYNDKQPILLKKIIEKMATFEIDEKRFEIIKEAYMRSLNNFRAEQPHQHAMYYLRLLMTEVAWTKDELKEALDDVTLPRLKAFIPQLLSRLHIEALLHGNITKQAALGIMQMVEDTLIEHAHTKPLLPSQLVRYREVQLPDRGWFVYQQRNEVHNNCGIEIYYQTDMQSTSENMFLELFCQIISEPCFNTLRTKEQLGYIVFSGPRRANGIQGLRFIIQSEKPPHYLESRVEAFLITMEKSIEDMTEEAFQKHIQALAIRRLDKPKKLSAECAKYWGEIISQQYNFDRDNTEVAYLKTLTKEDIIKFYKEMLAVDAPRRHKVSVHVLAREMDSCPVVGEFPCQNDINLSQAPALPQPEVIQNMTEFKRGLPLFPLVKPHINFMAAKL
# IDE inh: inhibitors of human insulin-degrading enzyme in cells | HEK cells, FAbetaB cleavage, fluorescence polarization | inhibition, % at 5.59 µM | 320,000 compounds, 0.41% hits;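 active = percent inhibition above the average of all tested compounds plus 3 SD, set per screening campaign, cut at about 16% in these data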;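 also: IDE supplied by intact live HEK cells; FP after avidin binding of uncleaved biotin substrate so inhibition keeps polarization high; 0% = DMSO wells and 100% = 60 µM reference IDE inhibitor Ii1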
# VIM-2 inh: inhibitors of Pseudomonas aeruginosa VIM-2 metallo-beta-lactamase; 290,000 compounds, 0.89% hits; inhibition, % at 5.6 µM; AID 1527; purified VIM-2, nitrocefin hydrolysis, epi-absorbance fluorescence;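 active = inhibition above the mean of all tested compounds plus 3 SD, cutoff set per screening run, cut at about 7.5% in these data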;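 also: red hydrolysis product quenches plate fluorescence so inhibitors raise well fluorescence; 0% = enzyme with DMSO and 100% = DMSO without enzyme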
# HCV NS3 hel inh: HCV NS3 helicase inhibition; NS3 helicase DNA unwinding, Cy5 molecular beacon fluorescence; inhibition, % at 10.9 µM; 290,000 compounds, 0.56% hits; AID 1800;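 active = inhibition above the mean of all tested compounds plus 3 SD, set per campaign, cut at about 35% in these data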;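 also: 0% = DMSO wells and 100% = thioflavine S control wells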
#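 Assay system: hepatitis C virus NS3 helicase domain fragment enzyme. Also added: annealed dual-labelled DNA beacon duplex, ATP-started. Timing: 1 h reaction at 25 °C, ATP-initiated. Technique: Cy5 fluorescence at 0 and 60 min, beacon hairpin quenching. Evaluation: % inhibition of unwinding. Replication: one well per compound.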
# SUMO HTRF inh: blocks human SUMOylation mediated by UBC9 | AID 2006 | HTRF SUMOylation assay, SAE1/SAE2 + UBC9, in vitro | inhibition, % at 35 µM | 290,000 compounds, 0.36% hits; in the data active = inhibition above about 50%, passing the limit was not always enough; also: strong numbers were not always called active
# pCIP destab: p/CIP protein destabilization; AID 1984; F442A p/CIP-EGFP cells, EGFP fluorescence, 16 h; decrease of EGFP signal, % at 10 µM; 290,000 compounds, 0.01% hits;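 active = EGFP signal decrease of at least 30% at 10 µM or well 3 SD below plate mean, unless failing retest; inactive = the rest, including hits failing retest or dose response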; also: some compounds called inactive have numbers as strong as hits; many of its hits are not listed in these tables
# Starred values were filed as active, the others as inactive; · = no result given.
SMILES,IMP-1 inhibitor,M18AAP inhibitor,FID counter,IDE cell activ,IDE inh,VIM-2 inh,HCV NS3 hel inh,SUMO HTRF inh,pCIP destab
COc1cccc(C2/C(=C(\O)c3ccc4c(c3)OCCO4)C(=O)C(=O)N2CCCN(C)C)c1OC (stereo not given),-1.8,0.5,2.2,·,·,-1.4,5.5,·,·
Cc1cc(C)c2[nH]c3nc(SCC(=O)O)nnc3c2c1,-1.3,-1.8,-3.6,-3.8,8.1,4.3,28.5,14.8,3.9
C=CCN1C(=O)C(O)(CC(=O)c2ccco2)c2cc(Br)ccc21 (stereo not given),-0.7,-3.9,-2.7,-1.3,3.1,1.7,-22.5,2.3,0.3
CCOC(=O)N1CCN(C(=O)c2ccc3c(=O)n(Cc4ccc(Cl)cc4)c(=S)[nH]c3c2)CC1,-3.4,-3.2,-4.5,-10.0,1.7,-2.6,1.7,-33.3,2.0
O=C(CCNC(=O)N1CC(=O)Nc2ccccc21)NCc1ccc(F)cc1,-4.2,-4.0,-11.5,-3.7,5.6,-1.9,3.5,4.5,7.9
Nc1nc(NCc2ccccc2)nc(Nc2cccc(F)c2)c1[N+](=O)[O-],-0.7,-0.2,1.0,1.9,-0.8,2.2,-3.6,16.5,-8.9
C=CCn1c(-c2sccc2C)n[nH]c1=S,-3.5,31.9*,-0.3,-5.4,5.6,8.8*,8.5,2.4,0.9
Cc1cc(C)c(S(=O)(=O)c2ccccc2C)c(Cl)n1,-3.0,0.0,-9.4,-5.2,4.1,-1.1,-4.7,-17.4,-17.1
Cc1ccc(C(OCC(O)CNCc2ccc(F)cc2)c2ccccc2)cc1 (stereo not given),2.0,6.0,27.1,5.0,1.6,-2.8,-50.8,18.1,-15.5
CN(C)CCCN(C(=O)C1COc2ccccc2O1)c1nc2ccc(F)cc2s1 (stereo not given),1.4,2.3,-2.9,3.4,-2.3,-2.4,-12.3,4.0,12.1
Cc1ccc(S(=O)(=O)NC(=O)Nc2cc(C(C)(C)C)on2)cc1,0.2,-4.4,0.3,·,-0.4,-1.9,0.5,14.3,-5.7
CS(=O)(=O)N(CC(=O)NCc1ccco1)c1ccccc1Cl,-4.9,2.5,-0.5,0.9,0.1,-0.9,-2.1,1.1,-12.3
COc1ccc(OCC(=O)NNC(=O)CCc2ccccc2)cc1,-2.0,16.9,12.4,6.3,-3.6,-3.5,-3.3,20.8,3.4
Cc1ccc(C)c(OCC(O)CN2C(C)CCCC2C)c1 (stereo not given),-1.0,1.4,8.4,-4.0,5.2,-2.3,-1.0,6.2,-9.8
Cc1cccc(NC(=O)C2CCN(C(=O)NCc3ccccc3)CC2)c1C,-3.1,0.6,-16.3,11.7,1.1,-4.0,-2.1,-1.6,1.2
CCOC(=O)c1c(C)[nH]c(C)c1C(=O)CN1C(=O)NC(CC(C)C)C1=O (stereo not given),-1.7,7.2,-12.1,-0.3,5.0,-2.9,5.4,-5.3,1.2
O=C(Nc1ccc(Br)cc1)C1CC(O)CN1C(=O)Oc1ccccc1 (stereo not given),-4.2,0.1,-2.9,2.8,7.6,-2.9,4.7,0.7,-7.9
CS(=O)(=O)CC(=O)Nc1ccc2nc3n(c(=O)c2c1)CCCCC3,-4.0,-0.5,3.8,-1.4,0.0,-1.3,-1.4,1.2,-9.2
CN=c1scc(C)n1/N=C/c1cc(Br)c(O)c(OC)c1,-4.6,28.0*,3.4,1.9,0.9,-1.1,2.0,-9.0,2.3
OCCC1CN(Cc2cc(F)ccc2-n2cccn2)CCN1C1CCCC1 (stereo not given),-4.7,-6.3,-0.2,5.5,-3.2,-2.0,-4.3,7.7,-2.1
Cc1ccc(OCC(=O)N/N=C2\CC(=O)CC(C)(C)C2)c(Br)c1,-3.2,-8.1,-19.6,6.2,·,-3.1,5.0,5.4,-7.2
C[C@H](NC(N)=O)C(=O)N1CCN(S(=O)(=O)c2ccc3ccccc3c2)CC1,-2.8,-4.9,-10.4,-2.2,1.3,0.7,5.9,13.8,-8.2
Cc1oc2ccc(OCc3ccc(F)cc3)cc2c1C(=O)O,-0.2,-0.2,-25.4,-1.5,8.7,1.0,24.4,15.9,-5.9
CCC(=O)Nc1ccccc1Oc1ccccc1,-2.0,9.9,3.0,0.1,4.9,1.0,-5.0,-25.1,35.8

# Some values from the results shown.
# CCC(=O)Nc1ccccc1Oc1ccccc1 in pCIP destab is listed with 35.8
# O=C(CCNC(=O)N1CC(=O)Nc2ccccc21)NCc1ccc(F)cc1 in SUMO HTRF inh is listed with 4.5

# Following part
SMILES,IMP-1 inhibitor,M18AAP inhibitor,FID counter,IDE cell activ,IDE inh,VIM-2 inh,HCV NS3 hel inh,SUMO HTRF inh,pCIP destab
c1ccc(CSc2ccc(-c3cccnc3)nn2)cc1,-4.3,-0.2,-5.9,-2.6,1.6,-0.6,-0.8,20.4,-1.2
Cc1ccccc1NC(=O)CCN1CCN(Cc2ccccc2)CC1,-3.0,0.1,0.1,-0.8,1.1,-3.0,2.7,14.2,6.7
O=C(COC(=O)c1cnccn1)NCCc1ccc(Cl)cc1Cl,-1.0,5.3,-4.0,4.9,1.6,1.7,18.4,2.8,-6.8
Oc1cccc(C=NCc2ccccc2)c1O,-0.4,13.8,-2.8,9.6,6.8,-1.3,17.7,60.6,-0.9
O=C(CSc1nc2ccccc2c(=O)[nH]1)Nc1ccc(N2CCOCC2)cc1,-1.1,-6.4,-19.4,-4.8,-4.3,-2.1,9.8,4.1,-3.6
CC(=O)Nc1ccc(/C(C)=N/NC(=O)c2ccc(CN3CCOCC3)cc2)cc1,-2.6,-3.7,12.6,2.9,2.1,-2.6,-5.1,13.0,8.4
CC(C)OC(=O)CC1C(=O)NCCN1C(=S)NC(=O)CCc1ccccc1 (stereo not given),-0.7,-6.0,-13.7,3.9,3.8,-4.5,-0.6,10.7,-8.6
CCc1ccc(NC(=O)C(CC)Sc2nc3cc4c(cc3c(=O)n2Cc2ccco2)OCO4)cc1 (stereo not given),-2.3,-5.0,4.1,-4.0,3.0,-1.3,5.3,54.1*,-34.0
O=C(O)c1ccc(Nc2ncnc3c2cnn3Cc2ccccc2)cc1,-1.6,4.0,-10.3,-18.4,17.0*,-0.4,2.6,17.8,6.1
Cc1ccc(NC(=S)NCC2CCCO2)c(OC(F)F)c1 (stereo not given),-1.9,4.7,-2.4,0.7,6.0,-2.8,5.4,12.7,-9.0
COc1ccccc1-c1nc2c(c(SCC(=O)N3CCCCC3)n1)Cc1c(CO)cnc(C)c1O2,2.5,-1.3,-55.7,-1.1,1.8,0.6,0.4,11.1,-10.8
CCOC(=O)Cc1nnc(NC(=O)COc2ccc(C)cc2)s1,-3.0,25.3,-9.5,3.0,8.1,-2.3,0.4,10.2,5.6

# Structures above marked active in SUMO HTRF inh:
structure	IMP-1 inhibitor	M18AAP inhibitor	IDE cell activ	IDE inh	VIM-2 inh	HCV NS3 hel inh	SUMO HTRF inh	pCIP destab
CCc1ccc(NC(=O)C(CC)Sc2nc3cc4c(cc3c(=O)n2Cc2ccco2)OCO4)cc1 (stereo not given)	-2.3	-5.0	-4.0	3.0	-1.3	5.3	54.1*	-34.0

# Later entries:
SMILES,IMP-1 inhibitor,M18AAP inhibitor,FID counter,IDE cell activ,IDE inh,VIM-2 inh,HCV NS3 hel inh,SUMO HTRF inh,pCIP destab
COc1cccc(/C=C2\SC(=O)N(CCC(=O)NNC(=O)c3ccccc3Cl)C2=O)c1,-2.8,-5.7,-6.4,-1.6,3.8,-3.9,18.4,22.8,-1.5
CSc1ccc(CNc2ncc(-c3cccc([N+](=O)[O-])c3)n2C)cc1,-3.0,6.3,11.1,-5.7,-3.4,-4.5,-16.0,1.8,-12.5
Cc1nc(/N=C(\N)N(C)C)[nH]c(=O)c1C,-1.9,-0.5,-6.0,2.5,-2.1,-1.8,7.9,19.5,2.8
CC(C)OC(=O)/C(=C\c1ccc2c(c1)c1ccccc1n2C)NC(=O)c1ccccc1,-1.5,-9.4,-16.8,3.1,10.0,0.0,-17.1,-2.7,1.3
COc1ccc(NC2=NCC(=O)N2c2ccccc2F)cc1,-2.9,4.3,1.5,1.9,6.4,-1.7,0.1,0.2,5.8
O=C(NCC1CCCO1)c1ccc(S(=O)(=O)N2CCCCC2)cc1 (stereo not given),0.4,5.7,-3.9,0.1,8.3,-2.2,1.5,-1.6,4.5
O=C(CCC1CCCCC1)Nc1ccc(S(=O)(=O)Nc2nccs2)cc1,-4.0,-2.2,-22.3,0.3,2.4,-2.0,-0.7,15.7,-1.9
CSc1ccccc1NC(=O)c1cccnc1,-3.3,-0.7,-1.5,-7.2,0.4,-4.7,0.4,9.8,-2.1
CC1(C)CC(=O)C/C(=N\NC(=O)CCc2ccc(S(=O)(=O)N3CCOCC3)cc2)C1,-4.4,8.2,-8.4,5.5,6.9,-2.5,2.5,1.8,17.3
Cc1c(Br)c([N+](=O)[O-])nn1CC(=O)c1ccccc1,-5.0,5.4,2.3,-1.6,-3.5,-3.4,6.4,9.0,-8.1
CCn1c(SCC(=O)Nc2nccs2)nnc1-c1ccc(S(=O)(=O)N2CCCCCC2)cc1,-1.1,-2.3,-35.8,-0.7,2.8,-0.9,-0.1,5.0,-8.2
CCC(=O)N1c2ccc(S(=O)(=O)N3CCN(CC)CC3)cc2CC1C (stereo not given),-2.9,-0.1,5.0,9.1,3.5,0.7,7.7,2.8,9.1
COc1ccc(-c2cc(C(F)(F)F)nc(SCC(=O)Nc3cc(C)on3)n2)cc1OC,-2.4,5.4,-2.9,2.4,-2.4,-2.2,-2.6,-3.1,-3.0
CC[N+](CC)(CC=C(C)C)CC(=O)OC,-2.4,5.0,-1.9,3.4,-5.3,-3.5,-7.3,18.5,-7.7
CCOC(=O)C1CCN(C(=O)c2ccc(Cl)c(S(=O)(=O)N3CCOCC3)c2)CC1,-2.3,-4.3,-11.6,-0.4,2.6,-2.6,7.3,10.7,-0.6
Cc1ccc(-c2cc(C(=O)O)c3cc(Br)ccc3n2)o1,1.1,6.5,-17.6,-4.7,-1.4,3.7,38.4*,7.0,-0.8
COc1ccc(CCNC(N)=S)cc1OC,-3.1,-3.2,3.0,4.1,-2.2,-1.5,4.3,-2.7,-5.2
S=c1[nH]cc(-c2ccccc2)n1-c1cccc(Cl)c1,-1.6,14.9,-8.2,-13.6,10.3,-0.2,-2.3,-8.2,-4.0
COc1ccc([N+](=O)[O-])cc1NC(=O)C(C)N(C)Cc1cccc(OC)c1OC (stereo not given),0.2,7.2,3.0,-0.2,-2.5,-0.2,-0.6,-16.5,1.5
COc1ccc(C)cc1NC(=O)C(OC(=O)C1CC1)c1ccccc1 (stereo not given),-2.2,-3.4,-15.9,-0.7,3.5,-1.0,-2.1,-32.9,17.8

# Compounds were not picked by outcome. About 3.6% of those tested had a hit in this group.
